From PubChem BioAssay
STEP inh: STEP (human) phosphatase inhibition | P54829 | recombinant STEP, OMFP fluorogenic substrate, fluorescence | inhibition, % at 20 µM | 360,000 compounds, 0.25% hits | AID 588621;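 active = inhibition at 20 µM, scaled per plate between control wells, above about 37%, limit read from the data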;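 also: 0% = DMSO with enzyme and substrate and 100% = substrate only without enzyme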
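Assay system: isolated STEP enzyme. Buffer or medium: pH 6.0 Bis-Tris with DTT and Tween 20. Also added: fluorogenic phosphatase substrate OMFP at 25 µM final. Dosing: 20 µM, 1% DMSO. Timing: 20 min reaction, room temperature, in the dark. Measured by: fluorescence intensity, excitation 480 nm, emission 540 nm. Evaluation: normalized % inhibition.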
Rpn11 block: inhibitors of human proteasome Rpn11; human 26S proteasome, Ub4-pepOG fluorescence polarization; 20S core pre-blocked with epoxomicin; calls only at 20 µM; 360,000 compounds, 0.59% hits; AID 588493;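 active = inhibition at 20 µM, scaled to each plate's controls, above about 33%, limit read from the data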
Target sequence (O00487 whole entry, looked up): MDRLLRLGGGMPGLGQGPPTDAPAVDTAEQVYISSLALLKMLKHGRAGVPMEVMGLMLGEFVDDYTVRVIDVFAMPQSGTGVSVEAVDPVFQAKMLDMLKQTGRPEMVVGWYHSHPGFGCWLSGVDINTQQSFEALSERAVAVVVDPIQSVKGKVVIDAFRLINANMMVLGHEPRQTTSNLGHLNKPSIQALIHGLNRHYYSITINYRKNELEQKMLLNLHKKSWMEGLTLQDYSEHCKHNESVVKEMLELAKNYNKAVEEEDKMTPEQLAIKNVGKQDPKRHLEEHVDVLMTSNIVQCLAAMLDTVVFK
DNMT1 block: inhibitors of human DNMT1 | inhibition (reported as % activation of signal), % at 10 µM | 360,000 compounds, 0.83% hits | DNMT1 molecular beacon, Hinp1I cleavage, fluorescence | AID 588458; in the data active = inhibition above about 50%
LMPTP inh: LMPTP (human) inhibition | 360,000 compounds, 0.22% hits | recombinant LMPTP-A, OMFP fluorogenic substrate, fluorescence intensity | P24666 | inhibition, % at 20 µM | AID 651560;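 active = compounds that cut the enzyme signal by at least half of the control window in the single-dose screen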;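 also: plate controls were DMSO wells with enzyme plus substrate for no effect and substrate without enzyme for full effect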
Target sequence (P24666 whole entry, looked up): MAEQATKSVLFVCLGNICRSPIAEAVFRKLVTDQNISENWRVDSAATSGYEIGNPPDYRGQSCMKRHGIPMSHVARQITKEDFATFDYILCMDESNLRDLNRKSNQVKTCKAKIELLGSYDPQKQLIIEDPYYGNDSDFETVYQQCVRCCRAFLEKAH
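Test system: LMPTP-A phosphatase enzyme. Amount: LMPTP-A at 0.625 nM final in the reaction. Reagent: OMFP substrate, 400 µM final. Times: 50 min at room temperature. Signal: endpoint fluorescence intensity from OMFP dephosphorylation. Read-out basis: % inhibition. Benchmarks: no-enzyme and uninhibited controls.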
SUMO1-SIM PPI: modulators of human SUMO1-mediated protein-protein interactions; P63165; SUMO1 binding to a labelled peptide, TR-FRET, 1 h; inhibition, % at 20 µM; 360,000 compounds, 0.33% hits; in the data active = inhibition above about 37%
Target sequence (P63165 whole entry, looked up): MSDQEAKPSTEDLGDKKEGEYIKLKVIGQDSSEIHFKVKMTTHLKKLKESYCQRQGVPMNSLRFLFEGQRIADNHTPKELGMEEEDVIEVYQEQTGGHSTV
Scp-1 inhibitor: Scp-1 (human) phosphatase inhibition; Q9GZU7; Recombinant Scp1, phosphopeptide, malachite green phosphate absorbance; inhibition, % at 20 µM; 340,000 compounds, 0.88% hits; AID 493091;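 active = inhibition above about 50% at 20 µM, limit read from the data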;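 also: plate controls were DMSO wells with enzyme for no effect and wells lacking enzyme for full effect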
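Incubation: 45 min enzyme reaction at room temperature / System: truncated SCP-1 phosphatase (76-261aa) / Reagent: Phospho 17-mer peptide substrate / Buffer or medium: Acidic Tris acetate buffer with magnesium and detergent / Signal: absorbance at 630 nm / Doses: one concentration, 20 µM, with 1.0% DMSO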
TbMetRS inhib: blocks T. brucei methionyl-tRNA synthetase activity; purified T. brucei MetRS, ATP depletion, Kinase-Glo luminescence; inhibition, % at 11.9 µM; 360,000 compounds, 0.4% hits;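 active = inhibition above a per-plate cutoff of the control wells' mean inhibition plus 3 SD, cut at about 5.5% in these data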;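 also: 0% = DMSO wells median and 100% = median of wells with control inhibitor compound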
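Material: parasite MetRS enzyme / Replication: singlicate, one well per compound / Signal: luminescence of leftover ATP / Schedule: 2 h aminoacylation at 25 °C after 15 min preincubation / Medium: HEPES-MgCl2-KCl buffer plus DTT, spermine, BSA, pyrophosphatase / Doses: 11.9 µM single point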
NadD block: NadD (S. aureus) enzyme inhibition; purified NadD enzyme, colorimetric absorbance read-out; inhibition, % at 20 µM; 360,000 compounds, 0.78% hits; AID 602399; in the data active = inhibition above about 26%; also: some compounds past the cut are filed as inactive
PABP1 MLLE inh: inhibitors of microRNA-mediated deadenylation, human PABP1 MLLE binding; inhibition, % at 20 µM; P11940; GST-MLLE / FITC-PAM2 fluorescence polarization; 360,000 compounds, 0.36% hits; AID 588489; in the data active = inhibition above about 35%, passing the limit was not always enough;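 also: plate controls were DMSO wells with GST-MLLE for no effect and wells lacking GST-MLLE protein for full effect; some results filed as inactive read as strong as hits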
CSN deneddyl inh: inhibitors of human CSN-mediated cullin deneddylation | Purified CSN, SCF-Nedd8-OG deneddylation, fluorescence polarization | inhibition, % at 12.5 µM | 360,000 compounds, 0.38% hits | AID 651999;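 active = pattern-corrected inhibition above about 35%, with an unprinted fluorescence ratio check between 0.5 and 1.5, limit read from the data, passing the limit was not always enough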;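 also: 0% = enzyme with substrate and 100% = substrate without enzyme; some results filed as inactive read as strong as hits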
Target sequence (Q92905 whole entry, looked up, one chain of several): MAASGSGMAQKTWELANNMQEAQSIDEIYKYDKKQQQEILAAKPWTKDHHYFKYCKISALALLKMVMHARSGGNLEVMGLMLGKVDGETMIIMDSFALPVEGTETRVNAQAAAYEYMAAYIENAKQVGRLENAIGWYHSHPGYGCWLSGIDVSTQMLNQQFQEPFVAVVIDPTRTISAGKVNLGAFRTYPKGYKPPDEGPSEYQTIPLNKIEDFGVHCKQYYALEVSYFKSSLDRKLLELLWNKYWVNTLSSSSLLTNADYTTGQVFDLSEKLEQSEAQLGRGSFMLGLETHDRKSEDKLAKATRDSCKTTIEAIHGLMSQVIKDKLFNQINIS
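Schedule: reaction 90 min, room temperature / Assay system: HEK293T-derived human Csn5 enzyme / Input: Csn5 at 0.24 nM final / Measure: inhibition of Csn5 cleavage, % / Control set: substrate-only high control, full reaction low control / Technique: fluorescence polarization of the substrate / Buffer or medium: Tris/NaCl/DTT buffer, pH 7.5 / Reagent: SCFSkp2-Nedd8OG substrate at 10 nM final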
Numbers without * were called inactive; i = inactive; . = not tested or not shown; + = active, no number. Hits appear at their usual frequency; any-hit rate near 3.6%.

structure,Scp-1 inhibitor,LMPTP inh,CSN deneddyl inh,TbMetRS inhib,DNMT1 block,PABP1 MLLE inh,SUMO1-SIM PPI,NadD block,Rpn11 block,STEP inh
O=C(OCc1nnc(-c2ccccc2)o1)c1ccc2c(c1)OCO2,8,0.3,0,0.4,5,-2,1,-11,i,1
CCCCSc1nnc(-c2cc(Br)ccc2N)c(=O)[nH]1,0,-0.3,6,0.9,1,0,-2,-2,i,11
OCC1OC(n2ccc3c(SCc4ccccc4)ncnc32)C(O)C1O (stereo not given),2,-0.5,2,-0.2,2,-4,1,-2,i,-4
Cc1cc(C)n2[nH]c(=O)c(N=Nc3cccc(Cl)c3)c2n1,-12,2.8,1,-0.1,8,-8,-19,10,i,-1
Cc1c(C)c2ccc(O[C@@H]3O[C@H](CO)[C@H](O)[C@H](O)[C@H]3O)cc2oc1=O,-4,-1.3,-1,-0.4,1,6,2,-4,i,2
CC1(C)Cc2cccc(Oc3ccc(S(=O)(=O)N4CCCC4)cn3)c2O1,-8,-0.8,-3,0.1,-1,7,17,-8,i,1
CCOc1cc(/C=N/NC(=O)CN2CCCCC2)ccc1OCc1ccccc1,-8,1.6,3,-0.5,-2,3,-12,-10,i,1
Cc1ccc(S(=O)(=O)N2CCOCC2)cc1C(=O)NCc1ccccn1,-2,-0.8,-1,-0.2,2,-10,-2,4,i,-1
N#C/C(=C\c1ccc(F)c(Br)c1)C(=O)NC1CC1,-11,-0.7,-1,0.0,-2,13,-4,17,i,-1
CCOC(=O)/C=C/C(=O)Nc1ccccc1C(=O)NC1CCCCC1,-7,-1.9,-14,0.0,4,-23,0,-7,i,3
Cc1cc(Br)ccc1NC(=S)Nc1cccc([N+](=O)[O-])c1,-12,0.7,-3,-0.8,-25,32,-8,-1,i,-1
Oc1ccc(N=Nc2ccc3ccccc3c2)cc1,14,3.5,-5,-0.2,-1,14,-15,-4,i,-1
CC1CC(C)CN(S(=O)(=O)c2cccc(C(=O)N3C(=O)c4cccc(N)c4C3=O)c2)C1 (stereo not given),22,-2.3,8,-0.1,5,-21,-9,10,i,6
COc1ccc(/C=C/c2nc(S(=O)(=O)c3ccccc3)c(N(C)C)o2)cc1OC,29,1.8,8,-0.3,2,-15,-7,-5,i,1
CN(C)C(CNC(=O)c1cc(S(=O)(=O)N(C)Cc2ccccc2)ccc1Cl)c1ccco1 (stereo not given),-6,-7.9,6,-0.3,0,-9,-20,-7,i,0
COC(=O)c1cn(C(=O)c2cc(C)cc(C)c2)c2ccccc12,-3,1.4,1,0.2,-3,-4,5,10,i,2
OC(CN1CCN(c2ccccc2)CC1)c1c[nH]c2ccccc12 (stereo not given),-3,-0.9,2,0.4,-8,4,-1,-4,i,12
CCNC(=O)Nc1ccc(OC)cc1OC,3,-0.9,-2,-1.1,4,6,0,1,i,0
O=C(O)CN1C(=O)/C(=C2\SC(=S)N(C(Cc3ccccc3)C(=O)O)C2=O)c2ccccc21 (stereo not given),4,3.4,0,-0.6,-1,39*,2,4,i,37
O=C(CSc1ccccc1C(=O)O)NC1CCCCCC1,-7,0.1,-2,0.6,1,79*,4,0,i,-1
Cc1ccc(C)c(Cn2c(CN(C)Cc3ccccc3)nc3c2c(=O)n(C)c(=O)n3C)c1,-1,0.5,3,-0.7,4,3,-3,3,i,-1
CN(CC1CCCN(CCc2ccc(F)cc2)C1)C(=O)CCC(F)(F)F (stereo not given),-5,-0.2,-3,-0.6,2,-1,-2,0,i,1
Cc1ccc(S(=O)(=O)N2CCN(C(=O)CSc3nnc(-c4ccco4)o3)CC2)cc1,-2,-1.1,-3,0.1,1,6,2,-1,i,7
Cc1ccc(SCCNC(=S)Nc2ccc(C)cc2C)cc1,-3,-0.9,1,0.3,-2,-81,-1,0,i,-1
O=C(NCc1ccccn1)C1CCN(C2CCN(Cc3cccc(F)c3)CC2)CC1,.,0.2,3,-0.1,4,5,2,2,i,0
CCOc1ccc(NS(=O)(=O)c2ccc(C(=O)NCC(c3ccco3)N(C)C)cc2)cc1 (stereo not given),-10,-1.5,-3,-0.2,-2,-26,-3,-5,i,-4
CC(NC(=O)c1csc2ccccc12)C1CCCO1 (stereo not given),-2,0.2,1,-1.6,4,-7,-3,-2,i,1
Cc1c(N)cccc1-c1nc2ccccc2[nH]1,-3,0.6,-1,-0.1,-7,6,-3,4,i,1
CCN(C[C@H]1N[C@@](C)(C(=O)OC)[C@H]2C(=O)N(C)C(=O)[C@@H]12)C(=O)Nc1ccc(F)cc1,-5,-0.9,-3,-1.2,4,5,1,2,i,-1
CCC/C=C(\CCC)C(NC(=O)Cc1ccccc1)c1ccc(C(=O)OC)cc1 (stereo not given),0,2.8,3,0.0,64*,-14,6,10,+,1

The list goes on; the last two above are carried over.
structure,Scp-1 inhibitor,LMPTP inh,CSN deneddyl inh,TbMetRS inhib,DNMT1 block,PABP1 MLLE inh,SUMO1-SIM PPI,NadD block,Rpn11 block,STEP inh
CCN(C[C@H]1N[C@@](C)(C(=O)OC)[C@H]2C(=O)N(C)C(=O)[C@@H]12)C(=O)Nc1ccc(F)cc1,-5,-0.9,-3,-1.2,4,5,1,2,i,-1
CCC/C=C(\CCC)C(NC(=O)Cc1ccccc1)c1ccc(C(=O)OC)cc1 (stereo not given),0,2.8,3,0.0,64*,-14,6,10,+,1
O=C(Cc1cccs1)NCCSc1c(-c2ccc(Cl)cc2)[nH]c2ccccc12,-8,3.1,5,-0.4,-22,16,5,-2,i,3
FC(F)(F)c1cccc(NC(=S)N2CCCC2)c1,-9,0.2,2,0.0,3,-23,9,-2,i,3
O=C(CSc1ccc2c(c1)OCCO2)Nc1ccc(Br)cn1,-9,-0.5,-2,0.0,1,32,0,-2,i,-1
CCOC(=O)c1cc2occc2n1Cc1c(F)cccc1Cl,-13,4.0,5,0.1,-9,-26,-2,9,+,0
Cc1noc(C)c1C(=O)Nc1ccccc1N1CCOCC1,-10,-1.3,3,-0.1,4,-5,-1,3,i,0
Cc1ccc(Cn2cccc(-c3nc4ccccc4s3)c2=O)cc1,0,1.8,-1,-1.1,1,3,-10,1,i,1
Cc1nn(C)cc1CN(C)Cc1ccc(OCC(O)CN2CCCCC2)cc1 (stereo not given),-2,0.0,2,-1.0,-2,-2,-7,-3,i,-3
CN(/C=C/C(=O)C(F)(F)C(F)(F)F)Cc1ccccc1,-4,0.1,-6,-0.1,3,-8,4,3,i,4
O=C1C(c2ccccc2)CN1Cc1ccccc1 (stereo not given),.,-0.4,2,-0.3,-1,14,0,-2,i,1
Cn1c(CNC(=O)c2ccco2)nnc1SCCOc1ccccc1,-2,-1.1,2,-0.7,0,1,6,-9,i,0
Cc1ccc(SCC(=O)NN2C(=O)c3ccccc3C2=O)cc1,-5,0.4,-17,0.2,1,-5,-11,5,i,0
COC(=O)C1=C(CCc2ccccc2)NC(=O)NC1c1ccc(C#N)cc1 (stereo not given),-9,0.0,1,0.1,-1,16,2,-1,i,1
CCOC(=O)c1sc(NC(=O)CSc2n[nH]c(-c3ccc(Cl)cc3Cl)n2)c(C#N)c1C,-4,3.1,2,-0.2,-9,-12,2,4,i,-1
COc1cc2[nH]c(=S)nc(NCC3CCCO3)c2cc1OC (stereo not given),-5,1.8,-3,-1.6,3,-65,15,-2,i,-1
O=C(CC1Nc2ccccc2NC1=O)NCc1cccnc1 (stereo not given),1,-0.9,-2,0.6,-1,-1,-8,29,i,3
CCS(=O)(=O)N1CCCC(C(=O)NCCN2CCC(Cc3ccccc3)CC2)C1 (stereo not given),-5,-1.1,-2,-0.9,0,-6,-1,-1,i,-1
Nc1nnc(SCC(=O)NCc2ccc3c(c2)OCO3)s1,-6,-0.7,5,-0.6,1,9,-1,-2,i,5
CC1Sc2ccc(S(=O)(=O)CCC(=O)NCc3ccc(Cl)cc3)cc2NC1=O (stereo not given),25,3.7,-4,4.6,7,4,11,-21,i,25
CCOC(=O)CSc1nnc(-c2ccco2)n1-c1ccc(C)cc1,-8,0.1,-1,0.7,-2,-13,-1,0,i,0
Cc1ccc(/C=C/C(=O)NCc2ccccn2)o1,72*,0.6,3,-0.3,67*,14,-2,8,i,0
CSc1nnc(-c2ccccc2Cl)n1N,-10,-1.1,-2,-1.1,4,-11,1,-7,i,3
CCCCN(C(=O)c1cc(S(=O)(=O)N2CCCCC2)ccc1Cl)c1c(N)n(CC(C)C)c(=O)[nH]c1=O,-4,-1.4,-2,-0.2,13,-6,-3,8,i,-3
Cc1ccc(S(=O)(=O)N2CC=C(c3ccc(F)cc3)CC2)cc1,-19,4.2,2,-0.2,-1,1,1,-3,i,-1
O=C(Cc1ccc(Br)cc1)NCCc1ccccc1,-10,-0.3,0,1.5,-4,2,0,-2,i,-2
Cc1cc2c3c([nH]c2cc1S(=O)(=O)NCCCOC(C)C)CC(C)(C)CC3=O,2,0.3,3,-0.7,1,-6,0,-5,i,-3
O=C(CSC1=NCCS1)N1CCc2ccccc21,33,-2.2,-1,-0.7,-2,-115,-1,14,i,-2
O=C(O)c1cccc(NC2=C(Cl)C(=O)c3ccccc3C2=O)c1,-2,3.6,2,-1.0,-11,23,-3,0,i,1
NS(=O)(=O)c1ccc(NC(=O)c2c(F)cccc2Cl)cc1,-7,-1.1,-5,7.9*,1,-8,0,1,i,3
Cc1ccc(/C(=C\CN2CCCC2)c2ccccn2)cc1,-9,-1.9,0,-0.8,1,3,-1,-3,i,0
C(=C\CSc1ncn[nH]1)/CSc1ncn[nH]1,-2,-0.7,2,-0.1,1,-5,3,6,i,0
CC1CCN(S(=O)(=O)c2cc(C(=O)N3CCN(c4ccccc4)CC3)ccc2Br)CC1,.,1.5,5,-0.2,1,-15,5,9,i,1
Cc1cc(S(=O)(=O)Nc2nc(CN3CCOCC3)nc3sc4c(c23)CCC4)ccc1F,11,0.5,13,0.0,2,-25,6,12,i,0
